# Salmonella PhoP GFP = Inhibition of PhoP regulon, Salmonella typhi GFP reporter cells, confirmation, 4 h (AID 1850) | 310,000 compounds, 0.33% hits | Salmonella Typhi PhoP-promoter GFP reporter, fluorescence, 4 h; higher % means a stronger effect | inhibition, % at 50 µM, or IC50 in µM where a hit was titrated; in the data active = a potency from the dose series; inconclusive = inhibition mostly from about 25% at the one dose, without a potency; inactive = the rest, 99 in 100 with inhibition below about 19%;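 note: 0% = induced wells with vehicle and 100% = uninduced wells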
# H1N1 NS1A inhibition = NS1A inhibition, H1N1 influenza, cell based functional assay (AID 504329). NS1A functional cell-based assay, percent inhibition; higher % means a stronger effect. one-dose inhibition, % at 12.5 µM; IC50 in µM for titrated hits. 340,000 compounds, 0.3% hits; in the data active = a potency from the dose series; inconclusive = inhibition above about 27% without an active follow-up result; note: strong numbers were not always called active
# M. tuberculosis = growth inhibition of non-replicating M. tuberculosis (AID 488890); one-dose inhibition, % at 25 µM; IC50 in µM for titrated hits; Mycobacterium tuberculosis non-replicating, growth inhibition; higher % means a stronger effect; 320,000 compounds, 0.39% hits; in the data active = a potency from the dose series; inconclusive = inhibition mostly from about 82% at the one dose, without a potency; inactive = the rest, 99 in 100 with inhibition below about 76%;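 note: plate controls were DMSO cells for no effect and high antibiotic wells for full effect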
# M. tuberculosis HTS = M. tuberculosis growth inhibition, HTS (AID 449762) | M. tuberculosis H37Rv growth inhibition, 7H9 media; higher % means a stronger effect | inhibition, % at 25 µM, or IC50 in µM where a hit was titrated | 330,000 compounds, 0.59% hits; in the data active = a potency from the dose series; inconclusive = inhibition above about 70% without an active follow-up result;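 note: bacterial growth assessed after seven days of incubation; strong numbers were not always called active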
# inhibitors of VEEV = inhibitors of VEEV TC-83 cytopathic effect, confirmation, Vero cells (AID 588727). Vero cells, VEEV TC-83 cytopathic effect inhibition; higher % means a stronger effect. inhibition, % at 20 µM, or IC50 in µM where a hit was titrated. 350,000 compounds, 0.13% hits; in the data active = a potency from the dose series; inconclusive = inhibition mostly from about 14% at the one dose, without a potency; inactive = the rest, 99 in 100 with inhibition below about 12%; note: strong numbers were not always called active
# inhibitors of VEEV 10K pilot screen = recorded beside inhibitors of VEEV, whose call it bears; inhibition, %; measured here: 10K pilot screen inhibition
# Active calls of the source: *; i = inactive; ? = inconclusive; . = no result given. The order is random, and some 1.6% of all compounds hit somewhere here.
SMILES,Salmonella PhoP GFP,H1N1 NS1A inhibition,M. tuberculosis,M. tuberculosis HTS,inhibitors of VEEV,others
COc1ccc(Nc2nc(N)nc(CSC(=S)N3CCCCC3)n2)cc1,-6%,-8%,?,-2%,4.8%,
Cc1ccc(-c2nnc(Oc3ccc(NC(=O)c4ccccc4)cc3)c3ccccc23)cc1,-7%,3%,-10%,6%,0.1%,
NC(=O)CN1CCN(C(=O)Nc2ccccc2)CC1,17%,11%,-32%,-2%,i,
Cc1ccc(NC(=O)C2CCCN2C(=O)NC2CCCCC2)c(C)c1 (stereo not drawn),4%,2%,0%,-5%,1.2%,
CCCC/C=C1\CCc2c([nH]c3ccccc23)C1=O,8%,0%,78%,-5%,1.5%,
CC(C)(C)c1ccc(C(=O)NCC(=O)NNC(=O)c2ccccc2O)cc1,-8%,-5%,-10%,9%,3.4%,
CC1CCN(C(=O)c2nc[nH]c2C(=O)OCCNC(=O)OC(C)(C)C)CC1,.,14%,1%,1%,i,
CN(C(=O)CSc1nnc(-c2c[nH]c3ccccc23)o1)C1CCS(=O)(=O)C1 (stereo not drawn),-5%,-6%,69%,4%,1.3%,
CN(C)S(=O)(=O)c1ccc(NC(=O)c2cccnc2)cc1,6%,4%,-4%,-1%,0.2%,inhibitors of VEEV 10K pilot screen=0.5
COc1ccc2nc(NC(C)=O)sc2c1,2%,12%,14%,-1%,3.5%,
Cc1ccccc1N=C1Nc2ccccc2CS1,11%,3%,16%,-4%,1.5%,
O=C(c1cc(N2CCOCC2)c(F)cc1[N+](=O)[O-])N1CCOCC1,-4%,3%,1%,1%,0.1%,
CCOc1cc(/C=C2/SC(=O)N(CC(=O)N3CCc4ccccc4C3)C2=O)ccc1OCC(=O)O,-4%,-22%,4%,10%,4.3%,
COc1cc(C(=O)Nc2cc(C(F)(F)F)ccc2N2CCOCC2)ccc1O,9%,-6%,-2%,1%,0.1%,
C/C(=N\NC(=O)c1cccs1)c1cccnc1,6%,-2%,76%,17%,1.9%,
COC(=O)NC1CCC(CC2CCC(NC(=O)OC)CC2)CC1 (stereo not drawn),2%,-1%,9%,-9%,i,
O=c1c2ccccc2nc(SCc2nnc(-c3ccccc3)o2)n1-c1ccccc1,-12%,5%,-1%,0%,7.9%,
COC(=O)c1ccccc1NC(=O)N1c2ccccc2Sc2ccccc21,-8%,-8%,41%,0%,5.0%,
CCn1c(COc2ccccc2)nnc1SCC(=O)Nc1ccc(N2CCOCC2)cc1,6%,0%,4%,-6%,1.0%,
CCOC(=O)c1cnc2sccn2c1=O,0%,4%,-1%,12%,i,
COc1ccc(Cc2nnc(NC(=O)C3CC(=O)N(CCc4ccc(F)cc4)C3)s2)cc1OC (stereo not drawn),4%,-30%,8%,-4%,0.6%,
CC(C)(C)c1nc(SCC(=O)N2CC(=O)Nc3ccccc32)c2ccccc2n1,-16%,-12%,-8%,-3%,1.2%,
O=C(NCC(=O)N1CCN(c2ncc(C(F)(F)F)cc2Cl)CC1)c1ccc(Br)o1,-7%,-2%,63%,?,1.1%,
Cc1ccc[n+](/C(=C\C(=C=[N-])C#N)C(=O)c2ccc(Cl)cc2)c1,-12%,-2%,-3%,7%,0.9%,
CCc1cc(=O)oc2c(CNCc3ccc(OC)cc3OC)c(O)c(Cl)cc12,2%,-13%,-7%,2%,0.1%,
COc1cccc(NC(=S)N2CCC(N(C)CC3CCCO3)CC2)c1 (stereo not drawn),-5%,0%,-8%,-3%,i,
COc1c(C)cc(Br)cc1C(=O)Nc1ccc(S(N)(=O)=O)cc1,6%,11%,-10%,5%,1.3%,
Cc1cccc(OCC(=O)N/N=C\c2cccn2C)c1C,5%,12%,15%,4%,1.6%,
COc1ccccc1C(=O)NCC(=O)N1CCN(S(=O)(=O)c2ccccc2C(F)(F)F)CC1,.,-5%,-6%,-8%,0.5%,
O=C(/C=C/c1ccco1)Nc1nc(-c2ccccc2)cs1,-6%,-2%,63%,62%,1.3%,
COc1ccccc1C(=O)NCC(=O)OCc1csc(-c2ccccc2)n1,-5%,-2%,40%,-11%,1.8%,
CC(=O)c1c(C)[nH]c(C(=O)Nc2ccccn2)c1C,-7%,-9%,-2%,-1%,10%,
COC(=O)C1=C(c2ccc(S(C)(=O)=O)cc2)C[C@@H]2CC[C@H]1N2C(=O)NCCNC(C)=O,-10%,10%,-3%,-4%,1.2%,
N#Cc1ccccc1NC(=O)CSc1ccc([N+](=O)[O-])cn1,6%,-1%,73%,5%,3.2%,
COCCCn1c(=O)c2ccccc2n(CC(=O)N2CCCc3ccccc32)c1=O,-4%,6%,-1%,-7%,2.7%,
Cn1c(N)c(S(=O)(=O)NCc2ccc(F)cc2)c(=O)n(C)c1=O,-6%,-27%,-2%,-10%,1.9%,
CCN(CCCNC(=O)c1ccc2c(c1)NC(=O)CN2C)c1cccc(C)c1,-1%,2%,45%,70%,0.9%,
Brc1ccc(-c2ncc3ccccn23)cc1,4%,-2%,35%,8%,2.6%,
Cn1nc(C(=O)Nc2ccc3c(c2)OCO3)c2ccccc2c1=O,-13%,9%,-4%,-7%,8.2%,
COc1ccc(/C=N/Nc2ncnc3sc4c(c23)CCCC4)cc1OC,-5%,10%,23%,-2%,9.5%,
COc1cc(OC)cc(C(=O)NC(C)c2ccc(Br)cc2)c1 (stereo not drawn),-5%,-2%,0%,12%,2.6%,
COc1ccc(CCN)cc1O,-4%,6%,5%,-2%,1.3%,
CC(=O)NC(CC(=O)N(C)C1CCCCC1)c1ccccc1 (stereo not drawn),5%,0%,-13%,-2%,0.1%,
CN(Cc1ccncn1)C(=O)C1CCC(=O)N(Cc2cccc(C(F)(F)F)c2)C1 (stereo not drawn),-3%,2%,-7%,2%,2.9%,
CON1C(=O)C(=O)N(OC)C(C)(C)C1(C)C,5%,-1%,-10%,1%,0.1%,
COc1ccc([C@H]2CC(=O)C=C(c3ccc(Br)c4ccccc34)C2)cc1,.,0%,19%,68%,0.1%,
CC1CN(S(=O)(=O)c2ccc(NC(=O)c3ccco3)cc2)CC(C)O1 (stereo not drawn),-13%,5%,4%,-1%,4.5%,
Cc1ccc(NC(=O)NNC(=O)c2cc3ccccc3cc2O)cc1,-6%,-11%,-20%,-10%,2.0%,
CN(C(=O)CSc1nc2c(c(=O)[nH]1)CCC2)c1ccccc1,-5%,-12%,5%,-4%,0.8%,
C=CCOc1ccccc1CNCCCN1CCOCC1,23%,-8%,11%,8%,i,
Cc1ccc(-c2nc(CS(=O)CC(=O)NCc3ccccn3)c(C)o2)cc1 (stereo not drawn),12%,-8%,26%,-1%,0.1%,
CN(C)C/C=C/C(=O)Nc1cccc(-c2c[nH]c3ncnc(Oc4ccc(NC(=O)CC(=O)Nc5ccc(F)cc5)cc4F)c23)c1,.,13%,19%,7.4µM*,4.3%,
CCCOC(=O)c1ccc(Nc2cc(C)nc3ncnn23)cc1,11%,-6%,75%,6%,5.6%,
COC(=O)c1ccc(CSc2nc3cc(Cl)ccc3s2)o1,1%,-2%,47%,-5%,i,
S=c1[nH]nc(-c2cccc3ccccc23)n1-c1cccnc1,3%,.,-5%,3%,0.8%,
COc1cc(S(=O)(=O)NCCCN2CCOCC2)ccc1Cl,21%,-7%,2%,-7%,0.6%,
Cc1c(C(=O)NCc2ccccn2)oc2ccccc12,3%,-2%,16%,-12%,1.9%,
CCCCC1OC23CCCCC2C(C#N)(C#N)C1(C#N)C(=N)O3 (stereo not drawn),0%,2%,-11%,2%,1.1%,inhibitors of VEEV 10K pilot screen=1.2
Cc1ccc(O)c(/C=N/NC(=O)CN2CCCC2)c1,22%,15µM*,44%,2%,0.6%,
O=C(Nc1ccc(F)cc1)N1CCn2c(nc3ccccc32)C1,4%,-10%,13%,2%,2.0%,

# Random excerpt: 2 records from the list
SMILES,Salmonella PhoP GFP,H1N1 NS1A inhibition,M. tuberculosis,M. tuberculosis HTS,inhibitors of VEEV,others
Cc1ccc(NC(=O)NNC(=O)c2cc3ccccc3cc2O)cc1,-6%,-11%,-20%,-10%,2.0%,
C=CCOc1ccccc1CNCCCN1CCOCC1,23%,-8%,11%,8%,i,

# The list goes on:
SMILES,Salmonella PhoP GFP,H1N1 NS1A inhibition,M. tuberculosis,M. tuberculosis HTS,inhibitors of VEEV,others
COc1ccc(CCNC(=O)c2cc3c(=O)n(C)c4ccccc4c3n2C)c(OC)c1,-3%,3%,9%,6%,5.4%,
CCOC(=O)C1=C(C)NC(C)=C(C(=O)OCC)C1/C=C/c1ccccc1OC,-6%,-32%,5%,6%,1.0%,
C#CCOCCOCCOCCNc1nc(N2CCN(C(=O)CCCCCCCCCCNC(=O)[C@H](CO)n3cc(CCCCCN)nn3)CC2)nc(N2CCN(C(=O)CCCCCCCCCCNC(=O)[C@H](CCCN=C(N)N)n3cc(C[C@@H](C)CC)nn3)CC2)n1,24µM*,.,?,?,.,
CS(=O)(=O)N1CCc2ccc(NC(=O)C3CCCO3)cc2C1 (stereo not drawn),3%,0%,-2%,4%,0.9%,
COc1ccc(S(=O)(=O)N(C)C[C@@H]2Oc3c(NS(=O)(=O)c4cn(C)cn4)cccc3C(=O)N([C@@H](C)CO)C[C@@H]2C)cc1,.,9%,5%,-1%,i,
Cc1cc(N2C(=O)CC(C(C)c3ccccc3)C2=O)no1 (stereo not drawn),3%,-2%,-8%,-4%,i,
Cc1ccc(C(=O)C[n+]2cccc3ccccc32)cc1,10%,7%,19%,-1%,i,
CCCNC(=O)Cn1nc(C)n2c(cc3cc(F)ccc32)c1=O,-8%,-23%,-16%,10%,0.1%,
Fc1ccc(C2c3[nH]c4ccccc4c3CCN2Cc2cccn2-c2ncccn2)cc1 (stereo not drawn),9%,5%,51%,?,>25µM*,
Cc1cc(Nc2ccccc2F)n2nc(C)nc2n1,-9%,-6%,9%,-1%,0.8%,
CC(=O)c1cc(NC(=O)c2ccc([N+](=O)[O-])cc2)c(=O)oc1C,1%,-4%,64%,12%,0.3%,
CN(CC(=O)NC(=O)NC1CCCCC1)Cc1ccccc1,.,-5%,15%,7%,1.4%,
CCC(C)[C@H](NC(=O)[C@@H]1Cc2ccccc2CN1)C(=O)Nc1ccc2c(c1)OCO2 (stereo partly drawn),-6%,-7%,4%,0%,0.5%,
COc1ccc(CCNS(=O)(=O)c2ccc(Br)cc2)cc1,-3%,-4%,62%,10%,0.5%,
Cc1cc2nc(-c3ccccc3)cc(=O)n2[nH]1,0%,-25%,34%,5%,1.2%,
COc1ccc(CN2C(=O)c3cccnc3C2=O)cc1S(=O)(=O)N1CCOc2ccc(Cl)cc21,-4%,0%,2%,-4%,i,
CCOc1c(CNCCCSc2nc(C)cc(C)n2)cccc1OC,-7%,-10%,3%,-6%,1.5%,
O=C(O)c1ccc(N2C(=O)CC(N3C(=O)/C(=C/c4ccc(Cl)cc4)SC3=S)C2=O)cc1 (stereo not drawn),34µM*,-12%,-11%,6%,2.9%,
CN(C)S(=O)(=O)Nc1cccc(-c2cn3c(n2)SCC3)c1,5%,4%,24%,5%,0.8%,

# In the list so far, twelve have fluorine.
SMILES,Salmonella PhoP GFP,H1N1 NS1A inhibition,M. tuberculosis,M. tuberculosis HTS,inhibitors of VEEV,others
O=C(c1cc(N2CCOCC2)c(F)cc1[N+](=O)[O-])N1CCOCC1,-4%,3%,1%,1%,0.1%,
COc1cc(C(=O)Nc2cc(C(F)(F)F)ccc2N2CCOCC2)ccc1O,9%,-6%,-2%,1%,0.1%,
COc1ccc(Cc2nnc(NC(=O)C3CC(=O)N(CCc4ccc(F)cc4)C3)s2)cc1OC (stereo not drawn),4%,-30%,8%,-4%,0.6%,
O=C(NCC(=O)N1CCN(c2ncc(C(F)(F)F)cc2Cl)CC1)c1ccc(Br)o1,-7%,-2%,63%,?,1.1%,
COc1ccccc1C(=O)NCC(=O)N1CCN(S(=O)(=O)c2ccccc2C(F)(F)F)CC1,.,-5%,-6%,-8%,0.5%,
Cn1c(N)c(S(=O)(=O)NCc2ccc(F)cc2)c(=O)n(C)c1=O,-6%,-27%,-2%,-10%,1.9%,
CN(Cc1ccncn1)C(=O)C1CCC(=O)N(Cc2cccc(C(F)(F)F)c2)C1 (stereo not drawn),-3%,2%,-7%,2%,2.9%,
CN(C)C/C=C/C(=O)Nc1cccc(-c2c[nH]c3ncnc(Oc4ccc(NC(=O)CC(=O)Nc5ccc(F)cc5)cc4F)c23)c1,.,13%,19%,7.4µM*,4.3%,
O=C(Nc1ccc(F)cc1)N1CCn2c(nc3ccccc32)C1,4%,-10%,13%,2%,2.0%,
CCCNC(=O)Cn1nc(C)n2c(cc3cc(F)ccc32)c1=O,-8%,-23%,-16%,10%,0.1%,
Fc1ccc(C2c3[nH]c4ccccc4c3CCN2Cc2cccn2-c2ncccn2)cc1 (stereo not drawn),9%,5%,51%,?,>25µM*,
Cc1cc(Nc2ccccc2F)n2nc(C)nc2n1,-9%,-6%,9%,-1%,0.8%,
